Vc quorum ag: inducers of Vibrio cholerae quorum light production without autoinducers, primary screen, BH1578 luxS cqsA deficient, single point; V. cholerae BH1578 lux reporter, luminescence, 6 h; activation, % at 18.7 µM; hit rate 0.16% among 350,000; AID 588436, 2011; in the data active = activation mostly above about 9.7%, no sharp cut-off; inconclusive = no clear call, values can overlap the other calls; inactive = mostly below about 3.7%; also: not every result past the cut was called active; inactives centre near 0; reference of the scale not given here
PriA SSB inh: inhibitors of Klebsiella pneumoniae PriA binding to SSB C-terminal tail, primary screen, biochemical, AlphaScreen | PriA–SSB C-terminal tail interaction (Klebsiella pneumoniae) | AlphaScreen SSBct-PriA binding, biotinylated peptide | inhibition, % at 33 µM | hit rate 0.6% among 430,000 | AID 1272365, 2023; in the data active = inhibition mostly above about 37%, no sharp cut-off; inactive = mostly below about 20%;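 also: plate controls were negative control peptide for no effect and reference peptide for full effect; strong numbers were not always called active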
Anthrax LF prot: Bacillus anthracis LF protease inhibitors, primary screen, biochemical, multiplex microsphere, MLPCN library. multiplex microsphere protease cleavage assay. inhibition, % at 10 µM. hit rate 0.12% among 360,000. AID 588501, 2011; also: plate controls were buffer without enzyme for full effect and enzyme alone for no effect
Target sequence (P15917 whole entry, looked up): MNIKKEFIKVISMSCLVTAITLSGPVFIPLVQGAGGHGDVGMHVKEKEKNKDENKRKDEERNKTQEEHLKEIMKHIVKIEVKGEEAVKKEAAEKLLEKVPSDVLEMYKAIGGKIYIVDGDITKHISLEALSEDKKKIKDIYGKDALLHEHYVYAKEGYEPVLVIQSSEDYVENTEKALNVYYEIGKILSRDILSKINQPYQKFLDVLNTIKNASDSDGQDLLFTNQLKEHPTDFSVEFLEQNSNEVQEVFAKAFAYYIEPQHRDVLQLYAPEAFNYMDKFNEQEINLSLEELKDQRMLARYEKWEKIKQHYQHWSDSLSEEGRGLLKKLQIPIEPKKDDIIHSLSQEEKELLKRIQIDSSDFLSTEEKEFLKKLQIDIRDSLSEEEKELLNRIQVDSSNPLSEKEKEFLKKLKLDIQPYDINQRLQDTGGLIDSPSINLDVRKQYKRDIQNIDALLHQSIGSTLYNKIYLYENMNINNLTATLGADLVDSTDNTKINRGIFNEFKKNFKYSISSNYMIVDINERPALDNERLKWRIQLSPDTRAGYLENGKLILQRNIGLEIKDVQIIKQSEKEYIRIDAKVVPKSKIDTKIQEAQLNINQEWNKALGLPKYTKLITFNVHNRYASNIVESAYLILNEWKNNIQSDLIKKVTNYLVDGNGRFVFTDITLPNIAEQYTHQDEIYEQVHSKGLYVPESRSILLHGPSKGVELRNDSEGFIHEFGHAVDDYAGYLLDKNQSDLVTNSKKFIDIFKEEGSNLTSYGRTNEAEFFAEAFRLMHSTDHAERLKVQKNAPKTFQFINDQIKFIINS
DUSP3 inh: VHR1 phosphatase inhibitors, primary screen, biochemical, absorbance, uHTS | hit rate 0.52% among 290,000 | Dual specificity protein phosphatase 3 (Homo sapiens), P51452 | recombinant VHR phosphatase, pNPP absorbance | inhibition, % at 13.3 µM | AID 1654, 2009; in the data active = inhibition above about 50%; also: some compounds called inactive have numbers as strong as hits
Target sequence (P51452 whole entry, looked up): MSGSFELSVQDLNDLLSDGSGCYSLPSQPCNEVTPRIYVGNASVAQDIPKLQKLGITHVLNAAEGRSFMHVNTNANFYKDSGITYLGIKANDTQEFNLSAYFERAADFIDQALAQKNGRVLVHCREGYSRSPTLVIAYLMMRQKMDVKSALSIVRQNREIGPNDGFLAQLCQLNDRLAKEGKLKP
TcdB inh: TcdB glycohydrolase inhibitors, primary screen, biochemical, single point, plate reader; hit rate 0.24% among 350,000; TcdB glycohydrolase enzymatic assay; Toxin B (Clostridioides difficile), P18177; AID 652162, 2013; inhibition, % at 9.99 µM; in the data active = inhibition above about 10%
SARS 3CLpro inh: SARS-CoV 3CLpro protease inhibitors, primary screen, biochemical, quenched FRET; Replicase polyprotein 1ab (Severe acute respiratory syndrome coronavirus), P0C6X7; recombinant SARS-CoV 3CLpro, quenched FRET peptide cleavage; inhibition, % at 6 µM; hit rate 0.14% among 290,000; in the data active = inhibition above about 12%
PfHsp40 rescue: rescue of yeast from PfHsp40 toxicity, primary screen, S. cerevisiae, ATP luminescence; S. cerevisiae expressing PfHsp40, growth rescue; growth rescue, % at 12.5 µM; hit rate 0.68% among 340,000; AID 504582, 2011; in the data active = growth rescue above about 28%, passing the limit was not always enough; inconclusive = no clear call, values can overlap the other calls;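 also: yeast W303a lacking pdr1 and pdr3 grown in galactose medium; growth measured after three days at 30 °C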
BoNT-A LC inh2: BoNT/A light chain protease inhibitors, primary screen, biochemical, flow cytometry, MLPCN library | Botulinum neurotoxin type A light chain protease (Clostridium botulinum A str. ATCC 3502) | multiplex microsphere protease substrate cleavage | inhibition, % at 10 µM | hit rate 0.17% among 360,000; also: plate controls were buffer without enzyme for full effect and enzyme alone for no effect
Yp Topo-I inh: Yersinia pestis topoisomerase I inhibitors, primary screen, biochemical, cleavage product accumulation, plate reader, single point; AID 504884, 2011; hit rate 0.064% among 360,000; activity, % at 10 µM; Y. pestis Topo-I cleavage product accumulation; DNA topoisomerase I (Yersinia pestis CO92); in the data active = activity above about 50%, passing the limit was not always enough; inconclusive = no clear call, values can overlap the other calls; also: inactives centre near 2
CCHF vOTU inh: CCHFV vOTU protease inhibitors, primary screen, biochemical, Pep-AMC substrate, fluorescence; Crimean-Congo hemorrhagic fever virus L polyprotein viral ovarian tumor (vOTU) protease …; inhibition, % at 11.5 µM; hit rate 0.55% among 370,000; AID 651958, 2012; in the data active = inhibition above about 30%; also: 0% = vehicle wells with enzyme and 100% = no enzyme wells
Starred values were filed as active, the others as inactive; i = inactive; ? = inconclusive; · = no result given. Rule as the data show it, unless noted: active = inhibition above about 30%; inconclusive = no clear call, values can overlap the other calls; inactive = below that. Some of the compounds tested; rates above refer to the full screens.

nr	SMILES	PfHsp40 rescue	TcdB inh	CCHF vOTU inh	DUSP3 inh	BoNT-A LC inh2
1	Cc1ccc(-c2csc3nc[nH]c(=O)c23)cc1	0.0	0.3	15	10	-0.9
2	Cc1cccc(NC(=O)Nc2ccc(C)c(C)c2)n1	-2.0	·	8	22	-0.2
3	CN(CCc1ccccn1)C(=O)Nc1ccc(Cl)cc1	0.6	·	-6	4	-1.8
4	CCOC(=O)CC(=O)Nc1ccccc1C(=O)O	-0.6	·	3	28	0.3
5	CCOc1cccc(/C(O)=C2/C(=O)C(=O)N(CCOC)C2c2ccncc2)c1 (stereo not drawn)	-1.5	·	6	22	-0.2
6	CCc1nc2c(OCc3ccc(Cl)cc3Cl)cccn2c1N(C)C(=O)CC(C)C	·	1.7	4	·	0.5
7	NS(=O)(=O)c1ccc(CNS(=O)(=O)c2ccc3c(c2)OCCO3)cc1	0.5	0.8	-3	27	-0.3
8	COc1ccc(CCNC(=O)c2ccc(Cl)c(S(=O)(=O)N3CCCC3)c2)cc1	-1.9	-0.3	-9	·	2.6
9	CC1(C(=O)NS(=O)(=O)c2ccc(Br)cc2)CCN1C(=O)c1cccc(F)c1 (stereo not drawn)	·	-1.9	-6	·	-0.1
10	COc1ccc(/C=N/Nc2nonc2N)cc1OC	0.0	·	8	13	0.1

nr	SARS 3CLpro inh	PriA SSB inh	Vc quorum ag	Anthrax LF prot	Yp Topo-I inh
1	4	-11	-0.8	-7	6
2	-2	-19	-0.8	1	6
3	-3	-14	-0.2	-1	11
4	2	-1	0.5	1	-7
5	-1	·	i	0	8
6	·	·	-0.6	-4	8
7	1	11	-0.4	-2	2
8	·	7	-0.3	-3	19
9	·	·	i	-1	1
10	0	·	-0.6	-3	-5

Continued:
nr	SMILES	PfHsp40 rescue	TcdB inh	CCHF vOTU inh	DUSP3 inh	BoNT-A LC inh2
11	O=C(Nc1ccccc1)c1ccc(NC2CCCCC2)c(S(=O)(=O)N2CCOCC2)c1	4.6	·	-1	4	-1.5
12	O=C(Nc1ccc2c(c1)nc1n2CCN(Cc2ccccc2)C1)c1cccs1	1.0	1.8	-11	-12	6.0
13	CCOC(=O)C1(Cc2ccc(Cl)cc2)CCN(C(=O)c2cscn2)CC1	0.2	0.1	4	26	-0.5
14	CCOC(=O)c1cnc2ccc(OCC)cc2c1NCc1ccccc1OC	0.3	·	2	21	-0.4
15	COC(=O)c1ccc2c(=O)n(CCN3CCOCC3)c(SCC(=O)NCc3ccccc3)nc2c1	0.0	0.7	-12	12	-1.1
16	CC(C)C(NS(=O)(=O)c1ccccc1)C(=O)OCC(=O)NNC(=O)c1ccccc1 (stereo not drawn)	-0.6	-0.3	-2	·	-1.9
17	COc1ccc2c(c1)c(=O)oc1cc(OCC(=O)N3CCc4ccccc4C3)ccc12	0.0	·	-10	-2	0.6
18	Cc1ccc2[nH]c3c(c2c1)CCCC3NC(=O)CCl (stereo not drawn)	3.5	·	·	4	1.6
19	O=C(NCc1cccs1)Nc1cccs1	0.5	0.8	-6	-2	-0.1
20	CCOC(=O)c1ccc(N2C(=O)CC(N3CCN(C/C=C/c4ccccc4)CC3)C2=O)cc1 (stereo not drawn)	0.1	·	4	13	0.3

nr	SARS 3CLpro inh	PriA SSB inh	Vc quorum ag	Anthrax LF prot	Yp Topo-I inh
11	0	6	-0.3	-15	12
12	6	-2	i	-28	3
13	-8	-8	i	-4	18
14	2	0	i	0	5
15	-2	2	-0.4	1	7
16	·	3	-1.0	0	3
17	0	-17	-0.3	-9	6
18	-2	14	2.7	-6	-16
19	-6	21	·	-1	1
20	-3	4	i	0	0

Continuation.
nr	SMILES	PfHsp40 rescue	TcdB inh	CCHF vOTU inh	DUSP3 inh	BoNT-A LC inh2
21	Cc1cc(=O)oc2cc(Oc3ccc([N+](=O)[O-])cc3C(F)(F)F)ccc12	-1.1	·	8	·	-0.9
22	CCN(CC)CCN=Cc1c(O)n(CCC2=CCCCC2)c(=O)[nH]c1=O	-1.6	0.1	3	11	0.7
23	CCCn1cnnc1CNC(=O)[C@H]1O[C@@H](n2cnc3c(N)ncnc32)[C@H](O)[C@@H]1O	·	0.5	-5	·	0.5
24	CCN1CCN(C(=O)CS(=O)Cc2nc(-c3ccc(OC)cc3)oc2C)CC1 (stereo not drawn)	-1.4	0.1	-1	19	-2.0
25	C=CCOc1ccc(CNn2cn[nH]c2=S)cc1OC	0.6	0.7	1	-9	-1.2
26	COc1ccc(S(=O)(=O)N(CCC(N)=O)Cc2ccco2)cc1OC	-1.4	0.9	-2	25	?
27	CCc1c(C)nc(N)nc1OCC(F)(F)C(F)F	-1.3	·	13	24	0.1
28	Cc1cc2nc(N3C(=O)CNC3=S)sc2cc1C	-2.3	0.8	17	31	-0.8
29	NC(=O)C1CCN(C(=O)/C(=C/c2ccco2)NC(=O)c2ccccc2)CC1	1.0	2.1	7	8	-0.2
30	O=C(CSc1nccn1Cc1ccccc1)NCc1ccccc1	-0.3	1.8	-15	26	0.6

nr	SARS 3CLpro inh	PriA SSB inh	Vc quorum ag	Anthrax LF prot	Yp Topo-I inh
21	3	4	i	-2	-3
22	3	-26	·	-2	3
23	·	·	·	4	·
24	2	-3	-0.2	-8	1
25	2	-18	7.1	-4	0
26	5	-18	i	6	-3
27	0	4	-0.4	2	3
28	-2	-13	i	-3	5
29	-7	6	-0.3	-6	4
30	-1	-1	-1.8	-3	13

Remaining list, next part:
nr	SMILES	PfHsp40 rescue	TcdB inh	CCHF vOTU inh	DUSP3 inh	BoNT-A LC inh2
31	FC(F)(F)C(F)(F)c1nc2nc(Cl)c(Cl)nc2[nH]1	·	1.8	7	·	-0.3
32	Cc1ccc(CNS(=O)(=O)c2ccc3c(c2)n(C)c(=O)c(=O)n3C)cc1	-0.8	-2.8	1	18	-0.5
33	CCOC(=O)N1CCN(C(=O)C2CCN(S(=O)(=O)N3CCCC3)CC2)CC1	0.6	·	-17	9	2.1
34	C=CCNCCOCCSc1ccc(Cl)cc1	-1.9	·	-6	-7	0.6
35	Cc1nc(NC(=O)CSc2nc3ccccc3s2)sc1C(=O)N(C)C	0.5	-3.1	4	19	-1.7
36	O=C(COc1ccc2ccccc2c1)N[C@@H](C(=O)O)c1ccc(O)cc1	2.3	1.3	1	24	-2.4
37	Cc1ccc(S(=O)(=O)N2CCC(C(=O)NCCc3ccc(S(N)(=O)=O)cc3)CC2)cc1	4.1	·	-3	-29	-1.0
38	O=C(NCCN1CCCCC1)Nc1ccccc1F	-1.5	0.7	3	62	0.2
39	COc1ccc(OCCC(=O)OCC(=O)NCCc2ccccc2)cc1	0.8	0.8	-2	17	-2.1
40	CN(C)S(=O)(=O)n1cnc2ccccc21	0.2	·	12	13	-0.5

nr	SARS 3CLpro inh	PriA SSB inh	Vc quorum ag	Anthrax LF prot	Yp Topo-I inh
31	·	·	-0.3	-3	4
32	-1	-8	-0.9	-8	2
33	3	-1	-1.6	4	-2
34	-2	-11	i	-2	-3
35	-1	1	-0.6	-3	5
36	-2	40*	-7.7	-8	-3
37	0	-18	i	-5	-14
38	-4	-17	i	-1	-3
39	3	2	-0.2	-1	-1
40	-2	-16	10	-1	-5

(continued)
nr	SMILES	PfHsp40 rescue	TcdB inh	CCHF vOTU inh	DUSP3 inh	BoNT-A LC inh2
41	COc1ccccc1NC(=O)c1ccc(NC(=O)c2ccco2)cc1	1.2	1.5	-2	-3	2.8
42	COc1ccc(CN2C(=NC(=O)C3CCCO3)SC3CS(=O)(=O)CC32)cc1OC (stereo not drawn)	0.3	0.8	14	-20	1.3
43	COC(=O)C(C)Sc1nnc(SC(C)C(=O)OC)s1 (stereo not drawn)	-0.6	0.7	7	4	0.4
44	COc1ccc(NC(=O)c2c3c(nc4ccccc24)CCC3)cc1S(=O)(=O)N1CCOCC1	-1.9	·	5	9	0.9
45	O=S(=O)(NCc1cccs1)c1ccc(Cl)s1	0.5	0.7	12	-8	2.0
46	CC(Sc1nnc2n1CCCCC2)C(=O)Nc1ccccc1[N+](=O)[O-] (stereo not drawn)	-0.8	0.4	-11	·	0.2
47	CCC1(c2ccc(F)cc2)NC(=O)N(CC(=O)c2cc(C)n(C3CC3)c2C)C1=O (stereo not drawn)	-0.8	1.0	6	·	?
48	CC(=O)c1ccc(OC(C)C)c(CSc2nc(O)cc(=O)[nH]2)c1	-0.1	·	-3	8	0.7
49	Cc1ccc(C(C)c2c(C)c([N+](=O)[O-])cc(C)c2[N+](=O)[O-])cn1 (stereo not drawn)	0.3	-1.7	-14	-10	1.8
50	COc1ccc(S(=O)(=O)N2CCCC2C(=O)NCc2ccccc2Cl)cc1 (stereo not drawn)	-0.1	2.1	0	20	0.4
51	O=C(O)c1cc(S(=O)(=O)O)ccc1O	-1.4	·	-2	9	2.0
52	O=C(CN1C(=O)CNC1=O)Nc1ccc(Cl)cc1	0.2	0.8	6	23	1.8

nr	SARS 3CLpro inh	PriA SSB inh	Vc quorum ag	Anthrax LF prot	Yp Topo-I inh
41	-2	0	-0.1	3	-11
42	1	-5	-0.3	3	-6
43	2	-11	·	-4	-7
44	4	-1	-0.3	0	5
45	-2	-48	i	-6	3
46	·	3	i	3	5
47	·	8	-1.0	?	6
48	-4	-22	-0.7	0	3
49	-5	1	-0.3	-14	25
50	1	12	-0.3	-4	8
51	0	3	0.3	2	0
52	1	-10	i	-3	-3

Compounds 42 to 51 of the list above:
nr	SMILES	PfHsp40 rescue	TcdB inh	CCHF vOTU inh	DUSP3 inh	BoNT-A LC inh2
42	COc1ccc(CN2C(=NC(=O)C3CCCO3)SC3CS(=O)(=O)CC32)cc1OC (stereo not drawn)	0.3	0.8	14	-20	1.3
43	COC(=O)C(C)Sc1nnc(SC(C)C(=O)OC)s1 (stereo not drawn)	-0.6	0.7	7	4	0.4
44	COc1ccc(NC(=O)c2c3c(nc4ccccc24)CCC3)cc1S(=O)(=O)N1CCOCC1	-1.9	·	5	9	0.9
45	O=S(=O)(NCc1cccs1)c1ccc(Cl)s1	0.5	0.7	12	-8	2.0
46	CC(Sc1nnc2n1CCCCC2)C(=O)Nc1ccccc1[N+](=O)[O-] (stereo not drawn)	-0.8	0.4	-11	·	0.2
47	CCC1(c2ccc(F)cc2)NC(=O)N(CC(=O)c2cc(C)n(C3CC3)c2C)C1=O (stereo not drawn)	-0.8	1.0	6	·	?
48	CC(=O)c1ccc(OC(C)C)c(CSc2nc(O)cc(=O)[nH]2)c1	-0.1	·	-3	8	0.7
49	Cc1ccc(C(C)c2c(C)c([N+](=O)[O-])cc(C)c2[N+](=O)[O-])cn1 (stereo not drawn)	0.3	-1.7	-14	-10	1.8
50	COc1ccc(S(=O)(=O)N2CCCC2C(=O)NCc2ccccc2Cl)cc1 (stereo not drawn)	-0.1	2.1	0	20	0.4
51	O=C(O)c1cc(S(=O)(=O)O)ccc1O	-1.4	·	-2	9	2.0

nr	SARS 3CLpro inh	PriA SSB inh	Vc quorum ag	Anthrax LF prot	Yp Topo-I inh
42	1	-5	-0.3	3	-6
43	2	-11	·	-4	-7
44	4	-1	-0.3	0	5
45	-2	-48	i	-6	3
46	·	3	i	3	5
47	·	8	-1.0	?	6
48	-4	-22	-0.7	0	3
49	-5	1	-0.3	-14	25
50	1	12	-0.3	-4	8
51	0	3	0.3	2	0

Compound activity (PubChem BioAssay)
